Screens from PubChem.
Coupling enz: qHTS Assay for Inhibitors of Fructose-1,6-bisphosphate Aldolase from Giardia Lamblia: Coupling assay counterscreen; activity change, negative = inhibition, % at 58.2 µM, hits read low; coupling enzyme system counterscreen, AmpLite Red fluorescence; 290,000 compounds, 0.67% hits; in the data active means activity change below about -30%; further: on the % scale 0 is the no-effect control and ±100 the full control effect
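First, compound is pin-transferred into glyceraldehyde-3-phosphate coupling-enzyme reagent at 57.5 uM final and held 10 min at RT. Next, substrate, coupling system and AmpLite Red are added. After 20 min RT, fluorescence (525/598 nm) is read.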
Rab9 promoter act: qHTS Assay for Rab9 Promoter Activators; Huh7 Rab9 promoter-luciferase reporter, luminescence, 24 h; Potency, µM (highest dose often 9.22 µM), inactives show at the highest dose activation, negative = inhibition, most hits filed as activators; 320,000 compounds, 2.8% hits; AID 485297, 2010; further: potency means the concentration at half of the fitted maximal effect; % of control where 0% means no effect; nearly all actives have a fitted effect of over 60% in size
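Measured in stably transfected Huh7 cells bearing a Rab9 promoter–luciferase construct: 24 h compound treatment at 37 °C, followed by luminescence detection.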
RORg inh: qHTS for inhibitors of ROR gamma transcriptional activity; Nuclear receptor ROR-gamma (Mus musculus), P51450; Drosophila S2 Gal4-RORgamma UAS-luciferase reporter, 20 h; Potency, µM (highest dose often 53.6 µM), inactives show at the highest dose activity change, negative = inhibition, most hits filed as inhibitors; 310,000 compounds, 5.4% hits; AID 2551, 2010; further: potency means the concentration at half of the fitted maximal effect; on the % scale 0 is the no-effect control and ±100 the full control effect; nearly all actives have a fitted effect of over 60% in size
Target sequence (P51450 whole entry, looked up, the tested form may be a part): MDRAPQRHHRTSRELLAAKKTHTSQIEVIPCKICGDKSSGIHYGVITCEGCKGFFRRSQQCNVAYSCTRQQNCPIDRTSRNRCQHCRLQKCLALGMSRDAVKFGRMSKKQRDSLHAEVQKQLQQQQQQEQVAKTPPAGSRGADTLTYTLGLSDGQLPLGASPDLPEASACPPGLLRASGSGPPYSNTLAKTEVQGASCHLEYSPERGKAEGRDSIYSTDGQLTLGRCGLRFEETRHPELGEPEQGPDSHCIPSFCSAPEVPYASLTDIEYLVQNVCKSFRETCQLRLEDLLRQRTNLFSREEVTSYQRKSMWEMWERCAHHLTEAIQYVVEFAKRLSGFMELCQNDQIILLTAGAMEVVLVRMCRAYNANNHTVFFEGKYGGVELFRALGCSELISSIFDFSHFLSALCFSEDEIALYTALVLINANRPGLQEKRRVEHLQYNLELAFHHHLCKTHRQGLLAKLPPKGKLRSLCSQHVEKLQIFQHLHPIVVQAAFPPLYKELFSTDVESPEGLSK
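Luminescence from a UAS-regulated Photinus luciferase reporter in stably transfected Drosophila Schneider cells is measured; decreased signal marks ROR gamma inhibition. Fusion expression is induced by 700 uM copper sulfate for 20 hr.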
KCNH2 3.1 inh: qHTS for Inhibitors of KCHN2 3.1: Mutant qHTS | Potassium voltage-gated channel subfamily H member 2, brain isoform KCNH2 3.1 (human) | U2OS KCNH2 3.1, thallium flux FluxOr; active compounds read low | activity change, % (tested at about 1.8 µM) | 340,000 compounds, 0.95% hits;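 active means maximum activity change below -70%; inconclusive means maximum activity change from -70% to -50%; inactive means maximum activity change above -50%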;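 further: thallium influx rate constant from kinetic fluorescence after stimulation buffer; on the % scale 0 is the no-effect control and ±100 the full control effect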
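Normalized rate constant (relative to positive and negative DMSO controls) derived from a 2 min kinetic fluorescence read after stimulation; U2OS cells expressing the 3.1 isoform via virus at 1.77 x 10^8 /mL.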
ELG1 genotox: qHTS screen for small molecules that induce genotoxicity in human embryonic kidney (HEK293T) cells expressing luciferase-tagged ELG1; AID 504466, 2011; Potency, µM (series often up to 46 µM), inactives show top-dose activity change, positive = activation, actives largely listed as activators; HEK293T ELG1-luciferase reporter, luminescence, 16 h; 330,000 compounds, 1.3% hits; further: potency means the concentration at half of the fitted maximal effect; % of control where 0% means no effect; nearly all actives have a fitted effect of over 60% in size
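Reporter readout depends on ELG1 protein level, which increases with genetic stress. After 16 hr compound exposure at 37 °C, luciferase activity was quantified using ONE-Glo.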
VP16 counter: VP16 counterscreen qHTS for inhibitors of ROR gamma transcriptional activity; Drosophila S2 Gal4-VP16 UAS-luciferase, luminescence, 20 h; Potency, µM (highest dose often 53.6 µM), inactives show at the top dose activity, negative = inhibition, hits mostly inhibitors; 310,000 compounds, 3.5% hits; AID 2546, 2010;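 further: Gal4-VP16 expression switched on by copper sulfate through the metallothionein promoter; potency means the concentration at half of the fitted maximal effect; on the % scale 0 is the no-effect control and ±100 the full control effect; nearly all actives have a fitted effect of over 50% in size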
NPC1 prom act: qHTS Assay for NPC1 Promoter Activators. Huh7 NPC1 promoter luciferase reporter, 24 h. Potency, µM (series often up to 9.22 µM), inactives show at the top dose activation, actives largely listed as activators. 320,000 compounds, 2.4% hits;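 further: potency means the concentration at half of the fitted maximal effect; % of control where 0% means no effect; nearly all actives have a fitted effect of over 60% in size; reporter is driven by a mutant NPC1 promoter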
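Readout is luciferase luminescence, reflecting NPC1 promoter activation in stably transfected Huh7 cells after 24 h compound exposure at 37 °C in reduced-serum medium with 10% FBS.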
FLuc counter: qHTS profiling assay for firefly luciferase inhibitor/activator using purifed enzyme and Km concentrations of substrates (counterscreen for miR-21 project); Luciferin 4-monooxygenase (Photinus pyralis), P08659; purified FLuc, Km substrates, luminescence inhibition; Potency, µM (doses to about 57.5 µM), without a hit: at the highest dose activity change, negative = inhibition, actives largely listed as inhibitors; 360,000 compounds, 6.9% hits; AID 588342, 2011;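 further: potency means the concentration at half of the fitted maximal effect; plate controls were vehicle for no effect and reference inhibitor for full effect; nearly all actives have a fitted effect of over 55% in size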
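Biochemical qHTS of compounds, final roughly 60 µM downward over six points, against 10 nM purified firefly luciferase using Km concentrations of substrates (10 uM D-luciferin, 10 uM ATP) in Tris acetate pH 7.5 buffer; luminescence output.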
Tb PFK block: qHTS Assay to Find Inhibitors of T. brucei phosphofructokinase; AID 485367, 2010; 330,000 compounds, 0.17% hits; Potency, µM (highest dose often 57.5 µM), for inactives: at the highest dose activity, negative = inhibition, usual class: inhibitors; T. brucei PFK, ADP-Glo luminescence; ATP-dependent 6-phosphofructokinase (Trypanosoma brucei brucei), O15648;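 further: potency means the concentration at half of the fitted maximal effect; 0% = uninhibited 1x PFK enzyme wells and -100% = no-enzyme wells; nearly all actives have a fitted effect of over 60% in size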
Target sequence (O15648 whole entry, looked up): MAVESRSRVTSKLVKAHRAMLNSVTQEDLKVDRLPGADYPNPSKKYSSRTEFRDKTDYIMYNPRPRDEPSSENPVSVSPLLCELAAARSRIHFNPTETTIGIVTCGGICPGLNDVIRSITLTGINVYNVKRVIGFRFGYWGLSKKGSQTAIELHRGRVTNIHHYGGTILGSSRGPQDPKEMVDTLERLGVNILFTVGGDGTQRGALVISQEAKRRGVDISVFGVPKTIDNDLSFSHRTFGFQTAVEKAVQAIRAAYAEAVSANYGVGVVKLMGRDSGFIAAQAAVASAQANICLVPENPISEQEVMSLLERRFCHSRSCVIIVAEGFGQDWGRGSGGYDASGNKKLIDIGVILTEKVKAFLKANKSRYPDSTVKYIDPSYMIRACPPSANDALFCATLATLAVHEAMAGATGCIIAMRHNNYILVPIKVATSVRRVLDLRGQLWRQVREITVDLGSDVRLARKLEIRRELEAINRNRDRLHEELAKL
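1.25 nM PFK with 0.5 mM F6P and 0.1 mM ATP in 0.1 M TEA pH 8.0, 5 mM MgCl2, incubated 45 min at room temperature; ADP measured by ADP-Glo luminescence; compounds titrated up to 57 uM.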
Giardia killer: Small Molecules that selectively kill Giardia lamblia: qHTS | AID 540267, 2011 | activity change, % at 7.66 µM, hits read low | 340,000 compounds, 0.15% hits | Giardia lamblia trophozoite viability; in the data active means activity change below about -80%; inconclusive means between about -30% and that limit;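 further: parasites exposed to compound for two days anaerobically before the ATP read; on the % scale 0 is the no-effect control and ±100 the full control effect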
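Each well holds 100 Giardia trophozoites and compound. After two days (48 hrs) at 37 deg C in anaerobic conditions, ATP is quantified by luminescence.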
uPA generation: qHTS for Inhibitors of Cell Surface uPA Generation; cell surface uPA generation assay, qHTS; 330,000 compounds, 0.31% hits; AID 540303, 2011; Potency, µM (highest dose often 38.3 µM), for the others: top-dose activity change, negative = inhibition, hits mostly inhibitors; active means well fitted inhibition curve with a large enough effect; inconclusive means small, poorly fitted or top-dose-only effect; inactive means no such curve, though single readings can be large or run the other way; tested in mouse RAW 264.7 cells; further: potency means the concentration at half of the fitted maximal effect; on the % scale 0 is the no-effect control and ±100 the full control effect; nearly all actives have a fitted effect of over 55% in size
Numbers without * were called inactive; u = inconclusive; x = no result given; & = joins results of further samples; [ ] = another dose, or the depositor's remark. Unless noted, the call rests on the fitted dose curve; in most records, active means well fitted curve in the direction sought with a large enough effect; inconclusive means small, poorly fitted or top-dose-only effect, or another doubt; inactive means no such curve, though single readings can be large; an effect the other way counts as inactive or inconclusive.

SMILES	Coupling enz	Rab9 promoter act	RORg inh	KCNH2 3.1 inh	ELG1 genotox	VP16 counter	NPC1 prom act	FLuc counter	Tb PFK block	Giardia killer	uPA generation
CCC(C)C(NC(N)=O)C(=O)NC1CCC(C)CC1 (stereo not given)	4.6	2.2%	5.1%	x	-0.3%	-4.2%	-5.1%	1.0%	4.9%	x	x
Cn1ccnc1C(O)c1cccc(OCc2ccccc2)c1 (stereo not given)	2.6	0.8%	13.5%	-16.1	4.1%	15.0%	-1.7%	-1.6%	0.8%	-15.2	10.9%
O=C(O)c1ccc(Cl)c(NCc2ccncc2)c1	8.5	-0.9%	1.5%	5.8	1.2%	-11.9%	-5.5%	-2.5%	-0.8%	-18.4	-2.0%
O=C(COC(=O)CSc1ccc(F)cc1)NCCCc1ccccc1	x	11.3%	x	-13.5	2.4%	x	-2.3%	0.4%	-0.8%	9.3	1.4%
CCOc1ccc(N(CC(=O)NCc2ccc3c(c2)OCO3)C(=O)c2csnn2)cc1	-2.8	17.0%	9.5%	17.1	5.3%	27.4%	11.7%	-13.3%	1.0%	-17.5	0.2%
CCc1cc(=O)oc2cc(OCC(=O)NCCN3CCOCC3)c(Cl)cc12	x	2.3%	-13.0%	4.9	7.7%	-1.4%	0.8%	-0.3%	0.3%	u	-1.0%
C/C(=C\C(=O)OCC(=O)NCc1ccccc1)C(=O)OCC(=O)NCc1ccccc1	4.2	-8.8%	12.3%[10 µM]	6.4	0.9%	0.5%	0.0%	-3.3%	-1.7%	-26.5	-6.4%
CCn1cc(C(=O)NCC2CCCO2)c(=O)c2cc(S(=O)(=O)N3CCCCC3)ccc21 (stereo not given)	-2.9	1.5%	20.0%	7.3	1.6%	5.5%	-3.4%	0.0%	-0.4%	-4.9	-6.1%
Cc1c2cnn(CC(=O)Nc3c(F)c(F)cc(F)c3F)c(=O)c2c(C)n1Cc1ccccc1F	4.8	-4.4%	9.2%	-8.1	1.3%	7.4%	-5.4%	-1.5%	21.4%	-3.2	2.8%
C=CCn1c(C(CCCC)CC(O)COCC(C)C)n[nH]c1=S (stereo not given)	-0.3	-2.0%	10µM*	-12.5	-3.6%	u	-7.2%	4.1%	1.3%	20.0	-0.7%
CCOc1ccc(Cl)cc1S(=O)(=O)n1nnc2ccccc21	3.2	-5.9%	19.1%	0.5	-4.5%	5.4%	-2.4%	-0.3%[2.3 µM]	6.4%	32.5[activator]	-2.4%
COc1cc(CN2CCN(c3ccccc3F)CC2)cc(OC)c1O	-2.4	-10.5%	-37.3%	1.1	0.3%	3.1%	0.5%	-0.4%	-2.0%	42.9[activator]	6.3%
Cc1ccccc1Nc1nnc(SCC(=O)NCC2CCCO2)s1 (stereo not given)	x	x	x	-9.2	2.1%	x	x	x	6.6%	-11.3	1.6%
CC(C)(C)c1cc(C(F)(F)F)c(C#N)c(=O)[nH]1	8.6	-6.4%	19.1%	4.8	-6.3%	5.5%	8.8%	0.6%	0.2%	-2.2	1.6%
COc1ccc2c3n([n+]([O-])c2c1)CCN=C3c1cc(Cl)c(N)c(Cl)c1	x	0.2%	x	15.2	-0.4%	x	3.0%	-5.4%	0.0%	-92.7*	-6.8%
Cc1ccc(N2C(=O)CSC2c2cccnc2)cc1F (stereo not given)	1.2	-0.7%	8.2%	-7.1	2.9%	-1.8%	-1.1%	4.2%	10.2%	1.2	x
O=C1CSC(=S)N1/N=C/C=C/c1ccccc1	-0.8	-0.7%	2.51µM*	-28.0	-2.2%	u	-0.2%	u	9.5%	0.5	1.5%
COCCn1c(SCC(=O)c2c(N)n(C3CC3)c(=O)[nH]c2=O)nnc1-c1cccc(C)c1	x	-2.0%	x	-16.2	0.4%	x	1.4%	x	-1.8%	15.9	5.1%
CC(C)n1c(NCc2cc(Cl)ccc2O)nc2ccccc21	-0.7	-3.4%	u	2.1	-4.5%	1.4%	2.0%	2.8%	0.0%	-4.3	0.6%
Cn1c(/C=C/N2CCOCC2)c(C(=O)c2ccc(Br)cc2)c(=O)n(C)c1=O	-4.5	x	-5.1%	21.1	x	2.5%	x	1.0%	x	6.8	-0.6%
CCC(C)[C@H](NC(=O)[C@@H]1Cc2ccccc2CN1)C(=O)NCc1ccc(OC)cc1 (stereo not given in full)	1.6	-5.0%	-26.0%	3.6	0.6%	0.3%	-2.5%	-2.7%	2.4%	12.2	-12.3%
COCc1cc([C@@H]2C[C@H]3CN(c4ccccc4)C(=O)[C@]34CCCN24)ccc1OC	-13.4	-11.4%	20.6%	-17.6	-4.3%	2.9%	-6.0%	-1.5%	-4.7%	-16.0	9.6%
C=CCn1c(SCC(=O)N2CCCC2=O)nc2sc(CC)cc2c1=O	x	0.1%	x	-5.5	0.4%	x	-1.5%	x	-7.2%	-24.6	-6.2%
O=C(Nc1cc(Cl)ccc1-n1cncn1)c1cncc(Br)c1	x	4.5%	x	-0.8	-7.8%	x	8.5%	4.1%	0.1%	u	-1.9%
C=CCc1cccc2cc(C(=O)Nc3ccc(F)cc3)c(=O)oc12	-1.2	u	10.0%	-15.2	u	8.7%	u	-14.3%&-18.3%	3.2%	14.0	-16.2%

Later entries:
SMILES	Coupling enz	Rab9 promoter act	RORg inh	KCNH2 3.1 inh	ELG1 genotox	VP16 counter	NPC1 prom act	FLuc counter	Tb PFK block	Giardia killer	uPA generation
Cc1ccc(Nc2nnc(C)c(=O)[nH]2)cc1	1.1	-0.4%	-40.7%	-14.2	-4.4%	1.2%	1.7%	-0.6%	0.2%	-2.3	2.9%
COC(=O)c1sc(NC(=O)c2ccco2)nc1C	-0.6	21.9%	30.9%	-4.8	16.2%	-11.8%	14.3%	u	-3.5%	5.7	-0.2%
COc1cc(C(c2nnnn2C(C)(C)C)N2CCN(c3nc4ccccc4s3)CC2)ccc1O (stereo not given)	0.5	-4.5%	-5.7%[10 µM]	-9.7	2.5%	-28.4%	12.8%	-10.4%	-1.8%	8.5	10.2%
COc1ccccc1-c1noc(CCC(=O)N2CCN(c3cc(C)ccc3C)CC2)n1	x	x	x	3.5	-2.4%	x	x	x	9.2%	1.4	13.8%
Cc1ccc(-c2noc(CSc3nnc(CCc4ccccc4)n3-c3ccccc3)n2)cc1	1.1	-1.0%	-23.6%	-7.8	-14.4%	-7.4%	-2.4%	-1.8%	0.2%	-9.9	x
COc1ccc(Br)cc1-c1noc(-c2ccncc2)n1	0.2	-1.9%	-3.2%	-1.7	3.0%	-4.1%	4.2%	-0.3%	-3.5%	-2.0	9.2%
CC(Sc1nnnn1C)C(=O)Nc1ccc(N2CCOCC2)cc1 (stereo not given)	2.0	0.6%	14.6%	2.3	-0.1%	7.1%	9.2%	-5.2%	1.6%	4.4	2.1%
COc1ccc(OCC(O)CN(C2CCCCC2)C2CCCCC2)cc1 (stereo not given)	1.7	6.0%	-2.5%	-30.6	-2.0%	-3.5%	13.2%	2.0%	1.0%	-10.9	2.0%
COc1ccc(OC)c(NC(=O)CC2C(=O)NCCN2C(=O)c2ccccc2)c1 (stereo not given)	1.0	-2.1%	-13.0%	4.3	0.2%	-13.7%	0.2%	-0.3%	1.1%	-8.7	2.4%
O=C(COC(=O)c1ccccc1OCc1ccc(F)cc1)NCC1CCCO1 (stereo not given)	x	7.1%	x	19.2	0.1%	x	0.5%	u	0.1%	1.1	-2.5%
CCOc1ccccc1CN1CCN(C2CCSCC2)CC1CCO (stereo not given)	1.5	-11.4%	-2.6%	3.0	-0.2%	-1.3%	1.2%	-0.3%	-8.5%	-6.2	-2.5%
Cc1ccc(OCCC(=O)OCC(=O)c2ccc3c(c2)NC(=O)CO3)cc1	x	-2.9%	x	-27.5	0.5%	x	-1.4%	1.6%	-1.7%	-6.2	5.1%
CC1=CC(C)C(CN(CCC[N+](C)(C)C)C(=O)Nc2ccccc2)C(C)C1 (stereo not given)	3.2	2.7%	-0.7%	3.3	-0.5%	27.8%	2.2%	-5.9%	3.8%	17.1	-1.8%
COc1cc(NC(=O)CN2CCN(S(=O)(=O)c3ccc(C(C)C)cc3)CC2)cc(OC)c1	3.5	-1.3%	0.7%	-5.8	-4.9%	4.5%	0.0%	-0.3%[2.3 µM]	-3.4%	-12.4	3.0%
Cc1nn(-c2ccccc2)c(N2CCCC2)c1/C=N/NC(=S)Nc1ccccc1F	-0.7	21.6%	0.355µM*	u	19.1%	0.355µM*	8.9%	u	1.7%	2.6	-4.6%
